# Bioassay records from PubChem.
# IL1B secr inh: inhibitors of inflammasome signaling (IL-1 beta secretion). THP-1 LPS/ATP IL-1B secretion, AlphaLISA, 16 h; stronger effect = lower value. activity change, % at 57.5 µM. actives 4.7% (n = 360,000); in the data active = activity change below about -50%; inconclusive = mostly about -30% to -49%; also: % is scaled to controls: 0 for no effect and ±100 for the full control effect
#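 THP-1 cells pretreated 1 hr with compounds (up to 57.5 uM final), then stimulated with LPS (250 ng/mL final) plus ATP (1.25 mM final); secreted IL-1B measured by AlphaLISA after 16 hr, decreased signal indicating inhibition.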
# SW480 rerep: induces DNA re-replication in SW480 colon adenocarcinoma cells; Potency, µM (titrated, usually from 46.1 µM), for the others: top-dose re-replication activation, most hits filed as activators; SW480 DNA re-replication, Hoechst DNA content imaging, 48 h; actives 1.8% (n = 340,000); also: potency is read from the fitted curve at half-maximal effect; % of control where 0% means no effect; nearly all actives have a fitted effect of over 55% in size
#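 Hoechst fluorescence of nuclei (405 nm excitation, 500-530 nm emission) measured by plate-scanning imager after 48 hr compound exposure at 37 C; re-replication scored as increased number of nuclei with elevated intensity.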
# S2 tox: viability counter-screen for ATXN expression inhibitors; S2 cells (HEK-293 line with an ATXN2-luciferase reporter) viability, CellTiter-Fluor protease fluorescence, 24 h; Potency, µM (top dose mostly 56.7 µM), hits mostly cytotoxic; actives 0.49% (n = 400,000); AID 651635; also: potency is read from the fitted curve at half-maximal effect; nearly all actives have a fitted effect of over 40% in size
# KB-V1 cytotox: kills drug-selected multidrug resistant KB-V1 cells | KB-V1 MDR cells viability, CellTiter-Glo, 72 h | Potency, µM (highest dose often 46.1 µM), for the others: at the highest dose activity change, negative = cytotoxicity, most hits filed as cytotoxic | actives 3.4% (n = 400,000) | AID 1347076; also: potency is read from the fitted curve at half-maximal effect; % is scaled to controls: 0 for no effect and ±100 for the full control effect; nearly all actives have a fitted effect of over 60% in size
#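 KB-V1 cells (P-gp-expressing MDR subline of KB-3-1) in phenol-red-free DMEM with 10% FBS were exposed to library compounds over a concentration series for 72 h at 37 degrees C. Viability read by CellTiter-Glo luminescence; concentration-effect curves fitted after normalization.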
# HT1080NT lethal: kills 2HG-producing HT-1080-NT fibrosarcoma cells | HT-1080-NT fibrosarcoma viability, CellTiter-Glo ATP luminescence, 48 h | Potency, µM (doses to about 46.1 µM), inactives show at the top dose activity, negative = less viability, most hits filed as cytotoxic | actives 1.6% (n = 360,000) | AID 686970;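 also: NT is the 2HG producing partner of a matched IDH1 knockdown line; potency is read from the fitted curve at half-maximal effect; 0% = DMSO-treated cells and -100% = media-only wells without cells; nearly all actives have a fitted effect of over 55% in size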
#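 Toxicity toward the 2HG-producing NT line was scored as %Activity, normalised to DMSO and no-cell wells, from CellTiter-Glo luminescence after 48 hours' treatment.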
# ATXN2 expr inh: reduces ATXN2 reporter expression in HEK-293 cells; HEK-293 ATXN2-luciferase reporter, luminescence, 24 h; Potency, µM (top dose mostly 57 µM), for the others: top-dose activity change, negative = inhibition, most hits filed as inhibitors; actives 0.72% (n = 360,000); also: potency is read from the fitted curve at half-maximal effect; % is scaled to controls: 0 for no effect and ±100 for the full control effect; nearly all actives have a fitted effect of over 55% in size
#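 qHTS (up to 57 uM final) was run with 24 h compound exposure of reporter cells at 37 °C. Each well was multiplexed: SteadyGlo luminescence measured ATXN2-luciferase expression after a fluorogenic Gly-Phe-AFC viability readout (25 uM final).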
# MCF10A rereplic: inducers of DNA re-replication in MCF 10A breast cells. MCF 10A DNA re-replication, Hoechst nuclear intensity, 48 h. Potency, µM (top dose mostly 46.1 µM), without a hit: top-dose activity, positive = re-replication, usual class: activators. actives 2.9% (n = 350,000). AID 624296; also: potency is read from the fitted curve at half-maximal effect; % of control where 0% means no effect; nearly all actives have a fitted effect of over 50% in size
# KB-3-1 tox: kills parental KB-3-1 adenocarcinoma cells | KB-3-1 viability, CellTiter-Glo ATP luminescence, 72 h | Potency, µM (series often up to 46.1 µM), without a hit: at the highest dose activity change, negative = cytotoxic, hits mostly cytotoxic | actives 1.4% (n = 400,000); also: potency is read from the fitted curve at half-maximal effect; % is scaled to controls: 0 for no effect and ±100 for the full control effect; nearly all actives have a fitted effect of over 60% in size
#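 Here the drug-naive KB-3-1 line serves as comparator for MDR sub-line selectivity; cells received compound titrations, 72 h at 37 °C, then CellTiter-Glo readout.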
# HT1080 IDH1KD tx: kills HT-1080 cells with IDH1 knockdown. actives 2% (n = 360,000). HT-1080 IDH1 knockdown viability, ATP luminescence, 48 h. Potency, µM (highest dose often 46.1 µM), inactives show at the top dose activity, negative = toxicity, most hits filed as cytotoxic;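 also: potency is read from the fitted curve at half-maximal effect; 0% = DMSO wells and -100% = cell-free medium wells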
#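 After a 2 h attachment period, IDH1KD HT-1080 cells took pin-transferred compound for 48 h at 37 °C; ATP-based luminescence after 10 min room-temperature reagent incubation reported viability.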
# Active calls of the source: *; i = inactive; ? = inconclusive; · = not tested or not shown; & = joins results of further samples; [ ] = another dose, or the depositor's remark. Unless noted, calls follow the shape of the dose curve; as a rule, active = well fitted curve in the direction sought with a large enough effect; inconclusive = small, poorly fitted or top-dose-only effect, or another doubt; inactive = no such curve, though single readings can be large; an effect the other way counts as inactive or inconclusive.
SMILES,IL1B secr inh,SW480 rerep,S2 tox,KB-V1 cytotox,HT1080NT lethal,ATXN2 expr inh,MCF10A rereplic,KB-3-1 tox,HT1080 IDH1KD tx
CCc1ccc(NC(=O)CSC2=Nc3ccccc3C3=NC(CC(=O)NCc4ccc5c(c4)OCO5)C(=O)N23)cc1 (configuration not stated),·,·,25µM*,11%,·,8%,·,-7%,·
O=C(CNC(=O)c1ccccc1)OCC(=O)c1ccccc1Cl,19,-10%,i,0%,7%,5%,-3%,-1%,1%
CC1Cc2ccccc2N1C(=O)COC(=O)c1c2c(nc3ccccc13)CCCCC2 (configuration not stated),?,?,i,9.2µM*,-25%,-13%,21µM*,?,-26%
COc1cc(NC(=O)c2ccc(S(=O)(=O)N(C)C)cc2)cc(OC)c1OC,?,3%,i,1%,7%,4%,-6%,2%,0%
Cc1cc(C)c2cc(C#N)c(NCCNC(=O)c3ccncc3)nc2c1,-13,·,·,?,25%,·,·,17%,27%
COc1ccc(C(=O)N(CN2CCCC2=O)c2cc(C)on2)cc1OC,-2,-2%,?,4%,4%,-3%,-3%,9%,3%
COC(=O)C(Cc1ccccc1)NC(=O)COc1ccc(C(C)(C)C)cc1 (configuration not stated),37,1%[9.22 µM],i,-12%,-29%,68%[activator],12%,?,?
COc1ccc(-n2nc3c(c2NC(=O)C(C)Cl)CSC3)cc1 (configuration not stated),-8,2%,i,1%,2%,·,14%,1%,0%
O=S1(=O)C=C[C@@H](CO)N1Cc1ccc(Br)cc1,31,·,i,-15%,0%,6%,·,0%,3%
COc1cc(C)ccc1S(=O)(=O)NC(=O)C1(C)CCN1C(=O)C1(c2ccc(Cl)cc2)CCC1 (configuration not stated),24,·,i,-13%,1%,-15%,·,0%,7%
CC(C)N1CC23C=CC(O2)C(C(=O)OCc2ccccc2)C3C1=O (configuration not stated),-4,-6%,i,-21%,-3%,-8%,-6%,-10%,-2%
Cc1ccccc1NC(=S)NCc1ccc(F)cc1,-17,1%,i,?,18%,-10%,-1%,8%,13%
Cc1ccc(-n2c(O)c(C=Nc3ccc4c(c3)OCO4)c3ccccc3c2=O)cc1C,25,-1%,i,-1%,12%,-13%,-1%,1%,-14%
Nn1c(SCCOc2ccccc2)nnc1-c1cccnc1,-3,-4%,i,-18%,4%,-5%,-3%,7%,21%
CC(C)(CC(=O)O)CC(=O)Nc1cc(C(F)(F)F)cc(C(F)(F)F)c1,-9,24%,i,14%,-1%,7%,0%,-1%,-13%
COc1cccc(C2C3=C(CC(C)(C)CC3=O)OC(N)=C2[N+](=O)[O-])c1 (configuration not stated),17,-4%,i,17%,15%,-16%,1%,5%,11%
c1ccc(Cc2nnc(N3CCOCC3)c3ccccc23)cc1,-11,-9%,i,-12%,-9%,4%,23%,14%,16%
O=C(N/N=C/c1cn(Cc2ccccc2)c2ccccc12)c1cc(O)cc(O)c1,?,-3%,i,17%,-19%,4%,-52%[inhibitor],-5%,?
CCOC(=O)c1c(C)oc2c1c1c(c3ccccc32)OCN(CCCC(=O)O)C1,23,3%,i,-10%,-6%,72%[activator],?,-23%,-3%
O=C(CCC(=O)NC12CC3CC(CC(C3)C1)C2)NC1CCCCC1,9,-5%,i,0%,4%,·,-9%,11%,4%
CCC(=O)Nc1nc(NCc2ccccc2OC)n(-c2ccccc2)n1,-1,-14%,i,0%,10%,·,-2%,3%,11%
Cc1cc(C(=O)CSc2nc3ccccc3o2)c(C)n1C1CC1,?,9%,i,?,9%,40%[activator],23µM*,-10%,1%
CC(=O)c1cccc(OCC(=O)N2CCN(c3ccc(C(F)(F)F)cn3)CC2)c1,-2,-28%,i,-5%,10%,-32%,10%,-2%,11%
O=C(CSc1ccc2nnc(-c3cccc(F)c3)n2n1)N1CCCc2ccccc21,6,15%,i,-26%,-7%,-7%,0%,0%,2%
COc1ccccc1Cc1c(C(C)(C)C)nc2cc(C)c(Br)c(C)n12,67,·,i,-19%,16%,2%,·,-23%,12%
O=C(NCc1ccc(CNC(=O)c2ccco2)cc1)c1ccco1,18,-10%,?,10%,0%,10%,7%,16%,-2%
COc1ccc(Br)cc1/C(C)=N/NC1=NCCN1,-76*,-3%,i,?,-6%,-37%,?,?,?
COc1cccc(NC(=O)Nc2cccc(-c3cn4cccnc4n3)c2)c1,·,·,?,7%,·,-5%,·,17%,·
CCc1nc(NCCN2CCOCC2)c2oc3ccccc3c2n1,6,-5%,i,-2%,-10%,3%,-1%,17%,-13%
O=c1c(Cl)c(NC2CC2)cnn1-c1ccccc1,-19,-4%,i,-5%,24%,29%,1%,-11%,24%
C=CCN=C1S/C(=C\N(C)C)C(=O)N1S(=O)(=O)c1ccc(C)cc1,13,-6%,i,-15%,1%,·,3%,-15%,-4%
Cc1nccn1CCCNC(=O)CC1C(=O)NCCN1Cc1ccc(F)cc1Cl (configuration not stated),5,7%,i,4%,-5%,-4%,18%,3%,-6%
CC1(C(=O)NS(=O)(=O)c2ccc(Cl)cc2)CCN1C(=O)Cc1ccc(Cl)cc1Cl (configuration not stated),-26,·,i,3%,4%,-9%,·,0%,1%
CCOC(=O)C1=CCN(S(=O)(=O)c2ccc(C)cc2)C1c1ccc(C)cc1 (configuration not stated),87,·,?,-4%,-18%,-28%,·,0%,-15%
COc1ccc(C(=O)CC(=O)C(=O)Nc2cc(Cl)c(OC)cc2OC)cc1,14,-16%,i,-13%,6%,·,1%,1%,8%
CCCCn1c(C)cc2cc(O)ccc21,4,-5%,?,13%,-16%,-24%,2%,-2%,-12%
CN(C)S(=O)(=O)N1CCCC(C(=O)c2ccc(-c3ccccc3)cc2)C1 (configuration not stated),-23,10%,i,-33%,-1%,-8%,1%,-1%,-1%
C[C@@H]1COC(=O)[C@H](CC(=O)OC(C)(C)C)C/C=C\C[C@@H](CC(=O)N[C@H](CO)Cc2ccccc2)C(=O)N1,22,-2%,i,?,5%,40%[activator],?,10%,3%
O=C(NNC(=O)c1cc(Br)c(Br)s1)c1csc(N2CCOCC2)n1,11,1%,?,7%,-17%,1%,-2%,-3%,?
CCn1cc(C(=O)NCCCN(CC(C)C)CC(C)C)c(=O)c2cc(S(=O)(=O)N(C)C3CCCCC3)ccc21,-2,-8%,?,-5%&-10%,-5%,-6%,?,1%&1%,0%
Oc1ccc(/C=N/Nc2nccnc2Cl)c(O)c1,23,6%,?,?,-18%,?,4%,1%,?
Cc1ccc(CNC(=O)CSc2ncc(S(=O)(=O)c3ccc(C)c(Cl)c3)c(=O)[nH]2)cc1,·,·,i,-1%,·,-19%,·,6%,·
Cc1ccc(C)c(NC(=O)c2cc(-c3cccnc3)nc3ccccc23)c1,13,-16%,i,-10%,16%,-14%,-4%,8%,12%
c1csc(-c2ccc3ccccc3n2)c1,16,-3%,i,19%,7%,25%,0%,1%,3%
COc1ccc(OC)c(S(=O)(=O)N2CCC(C(=O)NCc3cccnc3)CC2)c1,0,1%,i,10%,-2%,10%,3%,2%,12%
CCOC(=O)c1c(S(=O)(=O)NCc2ccc(OC)cc2)c(C)n(C)c1C,13,0%,i,?,4%,2%,0%,7%,10%
O=C(OCC(=O)N1CCCC1=O)c1ccc(O)cc1O,-8,0%,i,-1%,1%,5%,2%,14%,6%
Cc1ccc(OCC(=O)NNC(=O)c2ccc(F)c(S(=O)(=O)N3CCOCC3)c2)cc1C,15,·,i,?,14%,·,·,4%,5%
Cc1ccc(S(=O)(=O)NC(N)=NCCc2ccccc2)cc1C,-1,10%,i,0%,1%,4%,9%,1%,-13%
N/C(=N\N=C/c1ccc(Br)cc1)N/N=C\c1ccc(Br)cc1,-64*,11%,i,?,?,-3%,24%,-26%,?
Cc1ccccc1Nc1nc(N)nc(COC(=O)c2nn(C)c(=O)c3ccccc23)n1,15,·,i,8%,2%,·,·,1%,6%
COC(=O)CNC(=O)c1ccc(NS(=O)(=O)c2cc([N+](=O)[O-])ccc2Cl)cc1,-17,1%,i,0%,1%,13%,-1%,-3%,-2%
O=C(Nc1ccc(-c2nc3cccnc3s2)cc1)c1cccnc1Cl,20,-1%,i,-21%,6%,69%[activator],-3%,?,4%
CCCCC(=O)Nc1nnc(S(=O)(=O)N2CCCc3ccccc32)s1,1,-1%,i,-11%,5%,5%,0%,0%,-1%
CC(C)=CCCC(C)CN1CCC(n2nccc2NC(=O)C2CCCC2)CC1 (configuration not stated),?,-6%,i,-5%,0%,-18%,2%,0%,-10%
O=C(O)CCSCCCN1C(=O)c2cccc3cccc(c23)C1=O,-7,-1%,i,2%,-2%,·,9%,-13%,2%
COc1cc(NS(=O)(=O)c2ccc(NC(=O)c3ccc(F)cc3)cc2)ncn1,0,-1%,i,11%,-6%,-13%,-5%,-2%,-6%
CCOC(=O)CC1C(=O)NCCN1C(=O)COc1ccc(C(C)(C)C)cc1 (configuration not stated),15,8%,i,2%,?,5%,-6%,11%,10%
Cc1cccc(N2C(=O)C(CC(=O)Nc3ccccc3)N(C3CCCCC3)C2=O)c1 (configuration not stated),·,·,?,9%,·,1%,·,2%,·
O=S(=O)(Nc1nc(CN2CCOCC2)nc2sc3c(c12)CCCC3)c1cc(F)ccc1F,29,3%,?,10µM*,-5%,-1%,2%,-13%,-1%
COc1ccc(S(=O)(=O)N2CCCC2C(=O)NCC(=O)Nc2cccc(Cl)c2C)cc1 (configuration not stated),4,-5%,i,?,-19%,-8%,3%,-15%,1%
Cn1nnc(NC(=O)C(c2ccccc2)c2ccccc2)n1,6,-1%,i,-20%,11%,2%,16%,6%,10%
CS(=O)(=O)c1ccccc1C(=O)N(CCC1=CCCCC1)c1c(N)n(Cc2ccccc2)c(=O)[nH]c1=O,-5,2%,i,-15%,0%,-13%,7%,29%,-11%
